KDM4C inh: blocks human GASC-1 (KDM4C) demethylase activity; inhibition, % at 12.5 µM; GST-KDM4C 2-372, H3K9me3 peptide, LANCE TR-FRET; Q9H3R0; AID 720574; 96,000 tested, 0.15% active;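 active = mean replicate inhibition above about 25%, with at least 55% of replicates also reaching it, limit read from the data, passing the limit was not always enough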
Target sequence (Q9H3R0 2-372 limits assumed): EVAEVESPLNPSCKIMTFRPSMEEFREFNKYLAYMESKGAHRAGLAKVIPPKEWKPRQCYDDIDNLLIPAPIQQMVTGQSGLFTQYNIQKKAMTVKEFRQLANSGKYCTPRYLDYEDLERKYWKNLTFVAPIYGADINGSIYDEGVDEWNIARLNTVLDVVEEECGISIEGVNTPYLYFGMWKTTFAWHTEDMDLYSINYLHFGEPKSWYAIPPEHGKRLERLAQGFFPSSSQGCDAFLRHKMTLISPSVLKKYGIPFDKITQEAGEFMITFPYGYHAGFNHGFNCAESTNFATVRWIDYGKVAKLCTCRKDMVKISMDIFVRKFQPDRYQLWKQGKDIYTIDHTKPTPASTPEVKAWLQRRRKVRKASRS
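Material: N-terminal GST-fused human GASC-1 (KDM4C) fragment, residues 2-372. Input: 10 nM enzyme. Incubation: enzyme reaction 30 min, then detection 60 min, both room temperature. Doses: one test concentration per compound. Read-out basis: inhibition from TR-FRET ratio decrease. Detection: LANCE TR-FRET, excitation 340 nm, emissions 618 and 671 nm.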
Pf Dd2 inh: blocks growth of Plasmodium falciparum Dd2 parasites. P. falciparum Dd2 growth, SYBR Green, 72 h; hits give low values. activity change, % at 10 µM. 94,000 tested, 2.3% active. AID 1159554; in the data active = activity change below about -80%
Tcruzi prolif: inhibitors of T. cruzi proliferation; T. cruzi beta-gal in NIH3T3, GalScreen luminescence, 90 h; inhibition, % at 8.34 µM; 77,000 tested, 5.9% active; AID 624255;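 active = mean inhibition above about 93%, with at least 55% of replicates each passing it, limit read from the data, passing the limit was not always enough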
C diff growth: blocks growth of Clostridium difficile; 86,000 tested, 0.25% active; growth activity, negative = inhibition, % at 16 µg/mL (by protocol); Clostridium difficile clinical isolate growth, OD600, 24 h; hits give low values;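 active = mean growth activity at or below -80% and every replicate also at or below -80%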;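 note: 0% = DMSO wells and -100% = levofloxacin 16 µg/mL wells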
Active calls of the source: *; x = not tested or not shown; & = joins results of further samples. Random draw from the library; 6.7% or so of the library scored in one or more.

molecule | KDM4C inh | Pf Dd2 inh | Tcruzi prolif | C diff growth
C[C@H](CO)N1C[C@H](C)[C@@H](CN(C)C(=O)Nc2cccc3ccccc23)Oc2c(NS(=O)(=O)c3ccccc3)cccc2C1=O | 2.1 | 15 | 40 | -7
Cc1ccccc1S(=O)(=O)N1CC(=O)N2[C@H](C1)[C@H](c1ccc(C#Cc3ccccc3)cc1)[C@@H]2CO | -1.0 | -25 | x | 4
O=C(C[C@@H]1CC[C@H]2[C@@H](COC[C@@H](O)CN2S(=O)(=O)c2ccc(F)cc2)O1)N[C@@H]1CCN(Cc2ccccc2)C1 | 0.3 | -14 | -47 | 7
CCC(=O)N(C)C[C@H]1Oc2cc(C#Cc3cccnc3)ccc2S(=O)(=O)N([C@H](C)CO)C[C@@H]1C | -0.2 | -16 | -15 | -8
COCC(=O)N1C[C@@H](C)[C@H](OC)CN(C)C(=O)c2ccc(NS(C)(=O)=O)cc2OC[C@H]1C | 0.7 | 43 | 23 | x
C[C@H](CO)N1C[C@H](C)[C@@H](CN(C)C(=O)Nc2cccc3ccccc23)Oc2ccc(NC(=O)CCCN(C)C)cc2C1=O | 3.2 | -6 | x | -3
CCCNC(=O)N1CC2(CN(C(=O)COC)C2)c2c(n(C)c3cc(OC)ccc23)[C@H]1CO | -1.1 | 1 | x | 72
CN1C(=O)c2cc(NC(=O)c3ccccc3Cl)ccc2OC[C@H]2O[C@@H](CC(=O)NCC(F)(F)F)CC[C@H]21 | -3.6 | x | -1 | 0
C[C@H]1CN([C@@H](C)CO)C(=O)c2cc(-c3ccc(C#N)cc3)cnc2O[C@H]1CN(C)C(=O)c1cccnc1 | -2.6 | 31 | x | 1
CCCC(=O)Nc1ccc2c(c1)OC[C@@H](C)N(C(=O)c1cnccn1)C[C@@H](C)[C@H](OC)CN(C)C2=O | 0.4 | 24 | 27 | x
C[C@@H](NC(=O)C[C@H]1C=C[C@@H](NC(=O)C2CCC2)[C@H](CO)O1)c1ccccc1 | -1.6 | -32 | -32 | x
Cc1noc(C)c1NC(=O)N(C)C[C@H]1OCCCC[C@@H](C)Oc2ccc(NS(=O)(=O)c3ccc(F)cc3)cc2C(=O)N([C@H](C)CO)C[C@H]1C | -1.2 | -41 | 0 | 3
Cc1noc(C)c1NC(=O)N(C)C[C@@H]1Oc2ccc(N(C)C)cc2C(=O)N([C@@H](C)CO)C[C@@H]1C | 5.3 | 15 | 22 | -1
CC(C)C#Cc1ccc2c(c1)O[C@@H](CN(C)Cc1ccccc1)[C@@H](C)CN([C@@H](C)CO)S2(=O)=O | 0.4 | -56 | 106* | 13
CCC(=O)N1CC2(CN(C(=O)Nc3c(C)noc3C)C2)c2c([nH]c3cc(OC)ccc23)[C@@H]1CO | -0.4 | 65 | x | 1
C[C@@H]1CN([C@H](C)CO)C(=O)c2cccc(NS(C)(=O)=O)c2O[C@H]1CN(C)C(=O)Nc1ccc(F)cc1 | -1.0 | 23 | 24 | 1
Cc1noc(C)c1NC(=O)Nc1ccc2c(c1)C(=O)N([C@@H](C)CO)C[C@H](C)[C@@H](CN(C)Cc1ccncc1)OCCCC[C@@H](C)O2 | 0.7 | 30 | -3 | 1
CO[C@H]1CN(C)C(=O)c2ccc(NC(=O)Cc3ccccc3)cc2OC[C@H](C)NC[C@H]1C | -0.2 | -11 | 52 | x
C[C@H](CO)N1C[C@H](C)[C@H](CN(C)S(=O)(=O)c2ccc(Cl)cc2)Oc2c(NS(=O)(=O)c3cn(C)cn3)cccc2C1=O | 0.8 | -5 | 38 | -7
COc1ccc2c3c([nH]c2c1)[C@@H](CO)N(Cc1ccncc1)CC31CN(C(=O)CN(C)C)C1 | 2.3 | -9 | x | -3
C[C@H]1CN([C@@H](C)CO)S(=O)(=O)c2ccc(-c3ccccc3F)cc2O[C@H]1CN(C)C(=O)C1CC1 | -1.7 | -22 | 52 | -14
C[C@H]1CN([C@@H](C)CO)C(=O)c2cc(NS(=O)(=O)c3ccc(Cl)cc3)ccc2O[C@H]1CN(C)C(=O)Nc1ccccc1 | -3.0 | -19 | 64 | 4
C[C@H]1CN([C@@H](C)CO)C(=O)Cc2cc(NC(=O)c3ccncc3)ccc2O[C@H]1CN(C)Cc1ccc(-c2ccccc2)cc1 | -1.2 | -22 | 90 | 11
CN1C(=O)c2cc(NC(=O)C3CCC3)ccc2OC[C@@H]2O[C@@H](CC(=O)NCc3ccccc3F)CC[C@@H]21 | -1.7 | 24 | x | 4
COc1ccc(NC(=O)Nc2ccc3c(c2)[C@H]2C[C@H](CC(=O)N4CCOCC4)O[C@H](CO)[C@H]2O3)cc1 | 0.6 | -10 | -10 | 0
N#C[C@@H]1[C@H](c2ccccc2-c2cccc(F)c2)[C@H](CO)N1C(=O)C1CCC1 | -0.1 | 6 | x | -2
C[C@@H]1CN([C@H](C)CO)C(=O)c2cc(NS(=O)(=O)c3ccc(Cl)cc3)ccc2O[C@@H](C)CCCCO[C@H]1CN(C)C(=O)Nc1ccc(C(F)(F)F)cc1 | 3.4 | -68 | 86 | 7
CCCC(=O)Nc1ccc2c(c1)C(=O)N(C)C[C@@H](OC)[C@@H](C)CN(Cc1ccccc1F)[C@@H](C)CO2 | -0.8 | -42 | 37 | -1
O=C(C[C@@H]1C[C@H]2c3cc(NS(=O)(=O)c4ccccc4)ccc3O[C@H]2[C@H](CO)O1)NC1CCCCC1 | 6.8 | -3 | -21 | x
CNC[C@@H]1Oc2ccc(NC(=O)Cc3cn(C)c4ccccc34)cc2CC(=O)N([C@@H](C)CO)C[C@@H]1C | -0.2 | 4 | -4 | 0
CN1C(=O)c2cc(NC(=O)Nc3ccccc3Cl)ccc2OC[C@H]2O[C@H](CC(=O)O)CC[C@@H]21 | 0.6 | 4 | 26 | -6
O=C(C[C@H]1CC[C@@H]2[C@H](COC[C@H](O)CN2S(=O)(=O)c2ccccc2F)O1)NCc1ccccc1Cl | 0.0 | -6 | 2 | x
Cc1ccc(-c2cnc3c(c2)C(=O)N([C@H](C)CO)C[C@@H](C)[C@@H](CN(C)C(=O)c2ccccc2)O3)cc1 | 1.3 | -63 | 48 | -3
COCC(=O)N1C[C@@H]2[C@H](c3ccccc31)[C@H](CO)N2C(=O)C1CCCCC1 | 3.4 | 11 | -9 | 1
COc1ccc(NC(=O)N(C)C[C@H]2OCCCC[C@@H](C)Oc3ccc(NC(=O)Nc4c(C)noc4C)cc3C(=O)N([C@H](C)CO)C[C@H]2C)cc1 | 0.6 | -26 | 7 | -2
COCC(=O)N1[C@@H](CO)[C@H](c2ccccc2)[C@@H]1CN(C)C(=O)c1cccnc1 | 0.2 | -15 | 39 | -4
COc1ccc(S(=O)(=O)Nc2ccc3c(c2)C(=O)N([C@@H](C)CO)C[C@H](C)[C@@H](CN(C)C(=O)Nc2cccc4ccccc24)O3)cc1 | -0.9 | -45 | -60 | -16
CO[C@@H]1CN(C)C(=O)c2ccc(NS(=O)(=O)c3ccc(Cl)cc3)cc2OC[C@@H](C)N(C(=O)NC(C)C)C[C@H]1C | -0.5 | 6 | -19 | 4
N#C[C@H]1[C@@H](c2ccccc2)[C@@H](CO)N1S(=O)(=O)c1ccc(-c2ccccc2)cc1 | 1.9 | -9 | 96* | 0
C[C@@H]1CN([C@H](C)CO)C(=O)c2cc(NC(=O)CCC(F)(F)F)ccc2O[C@@H](C)CCCCO[C@@H]1CN(C)C(=O)c1ccncc1 | 0.1 | -7 | 39 | 4
CC(C)NC(=O)N(C)C[C@H]1Oc2ncc(C#Cc3ccc(F)cc3)cc2C(=O)N([C@@H](C)CO)C[C@@H]1C | -0.9 | -25 | 29 | -5
CCCNC(=O)Nc1ccc2c(c1)C(=O)N(C)[C@H]1CC[C@@H](CC(=O)NCC3CCCCC3)O[C@@H]1CO2 | 0.9 | -4 | 5 | 3
C[C@@H]1CN([C@@H](C)CO)C(=O)Cc2cc(NC(=O)C3CC3)ccc2O[C@@H]1CN(C)Cc1ccc2c(c1)OCO2 | -0.7 | -15 | 42 | -5
CCCNC(=O)N1CC2(C1)CN(C(=O)Nc1ccc(F)cc1)[C@@H](CO)c1[nH]c3cc(OC)ccc3c12 | -0.1 | -19 | x | -4
Cc1cccc(S(=O)(=O)N[C@@H]2CC[C@H](CCNS(=O)(=O)c3ccccc3F)O[C@@H]2CO)c1 | -0.8 | -26 | -27 | x
C[C@@H]1CN([C@@H](C)CO)C(=O)c2cc(NC(=O)Nc3ccc4c(c3)OCO4)ccc2O[C@@H](C)CCCCO[C@@H]1CN(C)Cc1ccccc1 | 1.7 | -70 | 42 | 0
CC=Cc1ccc2n(c1=O)C[C@H]1[C@H](CO)[C@@H](C(=O)NCC)N(C(=O)c3cccnc3)[C@@H]21 (mixture of isomers) | 1.4 | 3 | 16 | 2
C[C@@H]1CCCCO[C@@H](CN(C)Cc2ccncc2)[C@H](C)CN([C@H](C)CO)C(=O)c2cc(NS(C)(=O)=O)ccc2O1 | 1.6 | 32 | 102* | 1
C[C@@H]1CN([C@@H](C)CO)S(=O)(=O)c2ccc(C#Cc3ccccc3)cc2O[C@H]1CN(C)C | 12 | -13 | 84 | 8
COc1ccc(S(=O)(=O)Nc2ccc3c(c2)C(=O)N([C@H](C)CO)C[C@H](C)[C@H](CN(C)Cc2ccc4c(c2)OCO4)O3)cc1 | 1.9 | -20 | x | 1

Brought forward from above: three compounds, then new ones.
molecule | KDM4C inh | Pf Dd2 inh | Tcruzi prolif | C diff growth
C[C@@H]1CCCCO[C@@H](CN(C)Cc2ccncc2)[C@H](C)CN([C@H](C)CO)C(=O)c2cc(NS(C)(=O)=O)ccc2O1 | 1.6 | 32 | 102* | 1
C[C@@H]1CN([C@@H](C)CO)S(=O)(=O)c2ccc(C#Cc3ccccc3)cc2O[C@H]1CN(C)C | 12 | -13 | 84 | 8
COc1ccc(S(=O)(=O)Nc2ccc3c(c2)C(=O)N([C@H](C)CO)C[C@H](C)[C@H](CN(C)Cc2ccc4c(c2)OCO4)O3)cc1 | 1.9 | -20 | x | 1
C[C@H]1CCCCO[C@H](CN(C)C(=O)NC2CCCCC2)[C@@H](C)CN([C@@H](C)CO)C(=O)c2cc(N(C)C)ccc2O1 | 3.5 | -1 | 48 | -6
C[C@H](CO)N1C[C@H](C)[C@@H](CN(C)C)Oc2ccc(NC(=O)CCCN(C)C)cc2C1=O | -1.5 | 6 | x | 1
O=C(NCc1ccccc1)[C@@H]1[C@@H](CO)[C@@H]2Cn3c(cccc3=O)[C@H]1N2Cc1ccccn1 | 0.9 | 4 | -20 | -1
Cc1ccc(S(=O)(=O)N(C)C[C@@H]2Oc3ccc(NC(=O)Nc4c(C)noc4C)cc3C(=O)N([C@H](C)CO)C[C@H]2C)cc1 | -0.5 | 3 | 29 | -6
Cc1ccc(-c2ccc([C@H]3[C@H](CO)N4CCCCN(Cc5cncnc5)C[C@@H]34)cc2)cc1 | -2.3 | 17 | 96* | 10
OC[C@@H]1[C@H](c2ccc(-c3ccc(F)cc3)cc2)[C@H]2CN(Cc3cccnc3)CCCCN12 | -1.0 | -57 | 90 | 0
Cc1ccc(S(=O)(=O)N2[C@@H]3CNC[C@H]2C3c2ccc(-c3cccc(F)c3)cc2)cc1 (stereo partly specified) | 4.3&-0.4 | -13&12 | x | 43&49
COc1ccc(NC(=O)N(C)C[C@@H]2Oc3ccc(NC(=O)Nc4ccc(C(F)(F)F)cc4)cc3C(=O)N([C@@H](C)CO)C[C@@H]2C)cc1 | -2.0 | -3 | 9 | -2
Cc1ccc(-c2ccc3c(c2)O[C@@H](CN(C)Cc2cccc(C(=O)O)c2)[C@H](C)CN([C@@H](C)CO)S3(=O)=O)cc1 | 4.2 | -44 | 23 | -7
CCCC#Cc1ccc([C@@H]2[C@@H](CO)N3C(=O)CN(C(=O)CN4CCOCC4)C[C@H]23)cc1 | -0.3 | 27 | x | -3
CCC(=O)Nc1ccc2c(c1)C(=O)N(C)C[C@H](OC)[C@H](C)CN(C(=O)c1ccc(F)cc1)[C@H](C)CO2 | 0.4 | -1 | 21 | x
CNC[C@H]1OCCCC[C@H](C)Oc2ccc(NC(=O)NC(C)C)cc2C(=O)N([C@@H](C)CO)C[C@H]1C | 0.5 | 27 | 44 | 21
CO[C@@H]1CN(C)C(=O)c2cc(NS(C)(=O)=O)ccc2OC[C@@H](C)N(Cc2nccs2)C[C@@H]1C | -0.4 | 29 | -29 | x

Given with each value named: part of the list above.
CCC(=O)Nc1ccc2c(c1)C(=O)N(C)C[C@H](OC)[C@H](C)CN(C(=O)c1ccc(F)cc1)[C@H](C)CO2
  KDM4C inh = 0.4; Pf Dd2 inh = -1; Tcruzi prolif = 21; C diff growth = x

C[C@H]1CCCCO[C@H](CN(C)C(=O)NC2CCCCC2)[C@@H](C)CN([C@@H](C)CO)C(=O)c2cc(N(C)C)ccc2O1
  KDM4C inh = 3.5; Pf Dd2 inh = -1; Tcruzi prolif = 48; C diff growth = -6

High-throughput results as filed in PubChem.
